TCR activator: activators of T cell receptors. 330,000 tested, under 10 active. Potency, µM (titrated, usually from 9.22 µM), inactives show at the highest dose activation of IL-2 secretion, hits mostly activators. AID 504894. primary human leukocytes, anti-CD3, IL-2 HTRF, 48 h; further: % of control where 0% means no effect
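HTRF read-out of IL-2 secretion: europium cryptate donor excited at 320nm, d2 acceptor emission at 665nm. Cells were primary human leukocytes incubated 48 hr with compounds and a-CD3 beads, supplying TCR signal only.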
PTAP TSG101 blk: blocks PTAP/TSG101 interaction to inhibit HIV-1 budding; AID 493005; 340,000 tested, under 10 active; Potency, µM (top dose mostly 115 µM), without a hit: at the highest dose activity change, negative = inhibition, usual class: inhibitors; Fluorescence polarization, FITC-PTAP peptide / Tsg101 binding; Q99816; active means well fitted inhibition curve with a large enough effect in the main read-out, with a control signal flat, not every such curve was filed as active; inconclusive means small, poorly fitted or top-dose-only effect, or effect the other way, or a change in a side signal; inactive means no such curve, though single readings can be large or run the other way; further: potency means the concentration at half of the fitted maximal effect; % of control where 0% means no effect
Target sequence (Q99816 whole entry, looked up): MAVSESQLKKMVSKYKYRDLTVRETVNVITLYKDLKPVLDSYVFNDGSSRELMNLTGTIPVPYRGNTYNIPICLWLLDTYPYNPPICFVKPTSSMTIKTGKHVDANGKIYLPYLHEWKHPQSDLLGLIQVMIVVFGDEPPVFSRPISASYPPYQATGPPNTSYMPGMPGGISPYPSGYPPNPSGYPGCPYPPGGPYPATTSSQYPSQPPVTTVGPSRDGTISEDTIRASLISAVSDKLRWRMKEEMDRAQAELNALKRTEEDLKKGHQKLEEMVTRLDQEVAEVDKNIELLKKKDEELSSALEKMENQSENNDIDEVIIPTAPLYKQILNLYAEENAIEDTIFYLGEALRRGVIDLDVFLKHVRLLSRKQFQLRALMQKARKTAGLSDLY
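Compounds were pin-transferred onto Tsg101 binding domain (10 uM final) in HEPES pH 7.5 buffer, then FITC-PTAP peptide was added at 50 nM final. After 20 min at RT, polarization reported peptide displacement across a qHTS concentration series.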
BRCA1 expr up: BRCA1 expression activation | 380,000 compounds, 1.1% hits | Potency, µM (doses to about 46.1 µM), for the others: top-dose activation, most hits filed as activators | AID 624202 | MCF7-BRCA1-FFLuc reporter, luminescence, 48 h; response scale: scaled: vehicle 0%, 10 µM genistein 100%; further: potency means the concentration at half of the fitted maximal effect; nearly all actives have a fitted effect of over 80% in size; some results filed as inactive show a strong effect at the top dose
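Quantitative HTS in MCF7 cells stably reporting BRCA1 expression via firefly luciferase. Compound treatment lasts 48 h at 37 °C in phenol-red free MEM. Activation is expressed relative to genistein at 10 microM and DMSO.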
B2AR arrestin: beta2AR (human) beta-arrestin recruitment activity. P07550. beta-arrestin recruitment to beta2AR, cell-based reporter. Potency, µM (series often up to 46.1 µM), without a hit: at the top dose activation, hits mostly activators. 330,000 compounds, 0.02% hits;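 further: potency means the concentration at half of the fitted maximal effect; 0% = DMSO controls and full agonism = EC100 isoproterenol or metaproterenol; nearly all actives have a fitted effect of over 65% in size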
Target sequence (P07550 whole entry, looked up): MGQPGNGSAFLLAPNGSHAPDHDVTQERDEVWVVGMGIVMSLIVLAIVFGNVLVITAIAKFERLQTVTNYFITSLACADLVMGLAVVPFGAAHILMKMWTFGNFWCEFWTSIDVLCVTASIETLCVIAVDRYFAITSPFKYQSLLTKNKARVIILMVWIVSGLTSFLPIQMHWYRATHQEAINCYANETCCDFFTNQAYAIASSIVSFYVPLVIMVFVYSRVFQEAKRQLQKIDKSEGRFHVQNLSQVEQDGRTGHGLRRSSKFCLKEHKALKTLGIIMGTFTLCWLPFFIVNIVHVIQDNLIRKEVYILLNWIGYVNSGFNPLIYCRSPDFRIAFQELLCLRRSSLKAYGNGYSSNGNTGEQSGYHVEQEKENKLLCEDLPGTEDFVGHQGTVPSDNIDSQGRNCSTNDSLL
Integrin act MD: activates integrin-mediated alleviation for muscular dystrophy; Potency, µM (series often up to 38.3 µM), inactives show top-dose activation, usual class: activators; 350,000 compounds, 0.064% hits; alpha7betagal myoblasts, beta-gal FDG fluorescence, 48 h; AID 624291;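 further: potency means the concentration at half of the fitted maximal effect; 100% = response of the positive control SU9516; nearly all actives have a fitted effect of over 60% in size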
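alpha7betagal+/- myoblasts (passage 13, 250/well) treated 48 h at 37C with compounds at 1:260 dilution of DMSO stock. Lysed, then beta-galactosidase activity read as FDG fluorescence (ex 480/em 540) after 30 min, with pre-read for autofluorescence.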
ELG1 repair inh: ELG1-dependent DNA repair inhibition. HEK293T ELG1-luciferase reporter, luminescence, 16 h; DNA damage induced by 5-fluorouridine. Potency, µM (top dose mostly 46.1 µM), for the others: at the top dose activity change, negative = inhibition, hits mostly inhibitors. 330,000 compounds, 2.3% hits; further: potency means the concentration at half of the fitted maximal effect; on the % scale 0 is the no-effect control and ±100 the full control effect; nearly all actives have a fitted effect of over 55% in size
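Overnight (16 hr) co-exposure of 2,000 cells/well to 5-fluorouridine and compound at 37 °C preceded detection. Luciferase was quantified via ONE-Glo luminescence; loss of signal denotes inhibition.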
p53 reactivator: restores transcriptional activity of mutant p53 | H1299 p53-A138V BP100-luciferase reporter, luminescence, 24 h | Potency, µM (titrated, usually from 92.2 µM), without a hit: at the highest dose activity change, positive = activation, most hits filed as activators | 320,000 compounds, 0.063% hits | AID 504706; further: potency means the concentration at half of the fitted maximal effect; % of control where 0% means no effect; nearly all actives have a fitted effect of over 45% in size
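H1299 (p53-null), stable ts p53-A138V + BP100-Luc; 1000 cells/well, Opti-MEM/10% FBS; cpd 4 pt, 1:5; 24 h, 37 deg C, 5% CO2; detection reagent 10 min RT; luminescence.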
MLL CXXC-DNA inh: blocks binding of human MLL CXXC domain to DNA; 290,000 compounds, 0.037% hits; AID 2662; MLL-CXXC / FITC-HOXA9 DNA fluorescence polarization; Potency, µM (highest dose often 115 µM), without a hit: top-dose activity change, negative = inhibition, hits mostly inhibitors; active means well fitted inhibition curve with a large enough effect in the polarisation, with a control signal flat, not every such curve was filed as active; inconclusive means small, poorly fitted or top-dose-only effect, or effect the other way, or a change in a side signal; inactive means no such curve, though single readings can be large or run the other way; the % refers to the polarisation; further: potency means the concentration at half of the fitted maximal effect
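Fluorescence polarization: 7 uM MLL-CXXC (stock) preincubated 5 min with compounds, then 50 nM fluorescein-HOX-A9 DNA (stock) added; 30 min ambient. Buffer 50 mM Tris-HCl pH 7.5, 50 mM NaCl, 1 mM DTT, 0.05% BSA.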
TRPV1 agonist: activates the human vanilloid receptor TRPV1; Q8NER1; TRPV1-expressing cells, Fluo-8 calcium influx, agonist mode; activation, % at 8.33 µM; 320,000 compounds, 0.19% hits; AID 540275; in the data active means activation above about 80%; inconclusive means between about 30% and that limit; further: 0% is about no effect
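Cells expressing TRPV1 were dye-loaded with Fluo-8 and read kinetically: 10 s baseline, 3 min after compound (agonist portion), then 2 min after EC20 capsaicin (allosteric enhancer portion). Calcium-bound dye fluorescence at 480/520 nm.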
AT treatment: potential ataxia-telangiectasia treatments restoring KAP-1 phosphorylation | Potency, µM (doses to about 57.5 µM), without a hit: top-dose activation, usual class: activators | 320,000 compounds, 0.19% hits | […] A-T fibroblasts, KAP-1 phosphorylation AlphaLISA; neocarzinostatin DNA damage 30 min before lysis; further: potency means the concentration at half of the fitted maximal effect; % of control where 0% means no effect; nearly all actives have a fitted effect of over 45% in size
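ATM-like activity read as KAP-1 phosphorylation via AlphaLISA donor/acceptor antibody pairs after lysis and 6 hr at 25C. Cells were ATM-null patient fibroblasts ([…], hTERT), dosed 60 min, then exposed to the DSB inducer NCS for 30 min.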
The depositor's hits bear a star; u = inconclusive; x = no result given; [ ] = remark or other dose. Unless noted, the call rests on the fitted dose curve; in most records, active means well fitted curve in the direction sought with a large enough effect; inconclusive means small, poorly fitted or top-dose-only effect, or another doubt; inactive means no such curve, though single readings can be large; an effect the other way counts as inactive or inconclusive.

SMILES	TCR activator	PTAP TSG101 blk	BRCA1 expr up	B2AR arrestin	Integrin act MD	ELG1 repair inh	p53 reactivator	MLL CXXC-DNA inh	TRPV1 agonist	AT treatment
O=C(COC(=O)c1ccccc1[N+](=O)[O-])NCCCc1ccccc1	14%	-6%	1%	-0.9%	8%	4%	15%	5%	11	-3%
CCOc1ccc(/C=C2/Sc3ccc(C(=O)NCC4CCCO4)cc3N(C)C2=O)cc1OC (stereo not given)	-2%	-4%	-38%	0.9%	-11%	18µM*	0%	20%	3	-4%
CCCNS(=O)(=O)c1cccn1-c1ncc(C(F)(F)F)cc1Cl	-1%	-11%	-15%	0.0%	10%	-2%	3%	5%	1	3%
COc1ccc(C(CNC(=O)CN(C)S(=O)(=O)c2ccc(C)cc2)N2CCCC2)cc1 (stereo not given)	-4%	-2%	-14%	-0.6%	-17%	-14%	2%	x	x	3%
O=C(c1ccc2nc3ccccc3c(=O)n2c1)N1CCN(Cc2ccc3c(c2)OCO3)CC1	x	-3%	19%	0.0%	-12%[7.66 µM]	u	20%	16%	9	3%
O=C(Nc1ccc(S(=O)(=O)NC2=NCCCCC2)cc1)c1ccc2ccccc2n1	0%	0%	15%	0.3%	-52%[inhibitor]	u	5%	5%	3	0%
O=C(c1ccc(OC2CCN(CCc3ccccc3)CC2)cc1)N1CCCCC1CCCO (stereo not given)	4%	-1%	-1%	-0.5%	-17%	0%	-8%	9%	5	1%
CN(C)C(=O)CSc1nc(-c2ccccc2)nc2c1CCCC2	-5%[46.1 µM]	-4%	-6%	-0.6%	-4%	-27%	-11%	-5%	u	-1%
CC1CCCCN1CCNC(=O)C1CCN(S(=O)(=O)c2cccc3nsnc23)CC1 (stereo not given)	0%	1%	-10%	0.4%	-18%	10%	6%	5%	1	16%
Cc1c(Cl)c(C(=O)NNC(=S)NCc2ccco2)nn1C	-9%[46.1 µM]	5%	1%	-0.3%	u	6%	0%	2%	-1	x
CC(C)c1ccc(NC(=O)C2CCN(C(=O)[C@@H]3Cc4ccccc4CN3)CC2)cc1	-1%	5%	34%	0.0%	-51%[inhibitor]	u	5%	4%	16	-8%
O=C(Nc1ccc(-c2csnn2)cc1)C1CC1	-1%	-4%	18%	0.1%	19%	u	2%	4%	3	-9%
Cc1cc(C(C)(C)CC(C)(C)C)ccc1OCCOCC[N+](C)(C)Cc1ccccc1	-1%	2%	-39%	0.0%	x	-16%	-6%	x	1	-3%
Cc1ccc(C(=O)NC2CCN(C(=O)NC3CCCCC3)CC2)cc1	-7%[46.1 µM]	0%	-1%	-0.4%	-9%	u	-5%	-8%	-5	2%
COc1ccc(S(=O)(=O)Nc2nc3ccccc3nc2Nc2cccc(C(=O)O)c2)cc1	-6%	-5%	-26%	-1.0%	10%	8%	3%	1%	3	0%

Reformatted: 3 of the compounds above
canonical_smiles,TCR activator,PTAP TSG101 blk,BRCA1 expr up,B2AR arrestin,Integrin act MD,ELG1 repair inh,p53 reactivator,MLL CXXC-DNA inh,TRPV1 agonist,AT treatment
Cc1cc(C(C)(C)CC(C)(C)C)ccc1OCCOCC[N+](C)(C)Cc1ccccc1,-1%,2%,-39%,0.0%,x,-16%,-6%,x,1,-3%
O=C(COC(=O)c1ccccc1[N+](=O)[O-])NCCCc1ccccc1,14%,-6%,1%,-0.9%,8%,4%,15%,5%,11,-3%
CC1CCCCN1CCNC(=O)C1CCN(S(=O)(=O)c2cccc3nsnc23)CC1 (stereo not given),0%,1%,-10%,0.4%,-18%,10%,6%,5%,1,16%

Following part.
SMILES	TCR activator	PTAP TSG101 blk	BRCA1 expr up	B2AR arrestin	Integrin act MD	ELG1 repair inh	p53 reactivator	MLL CXXC-DNA inh	TRPV1 agonist	AT treatment
O=C(CCSc1nc(-c2ccco2)cc(C(F)(F)F)n1)NCCN1CCOCC1	-1%	1%	-26%	-0.3%	-3%	2%	0%	9%	1	-5%
Cc1ccc(-n2nc3c(=O)n(C(C)C(=O)NCc4ccccc4Cl)nc(C)c3c2C)cc1 (stereo not given)	-4%	-2%	-1%	0.0%	-41%	-27%	-3%	-4%	-1	1%
COc1ccc(C(=O)NCC(=O)N2CCCC(C(F)(F)F)C2)cc1OC (stereo not given)	0%	-1%	16%	-0.9%	3%	14%	-5%	x	-1	5%
CCOc1cc(NC(=O)c2cccs2)c(OCC)cc1NC(=O)c1ccco1	3%	-3%	0%	-0.1%	-8%	4%	-14%	-3%	16	0%
O=[N+]([O-])c1ccc(Cl)c(/C=N/Nc2nc(N3CCOCC3)nc(N3CCOCC3)n2)c1	2%	-1%	-26%	3.7%	-33%	8%	-2%	4%	-3	2%
COc1ccc(-c2cn3ccc(C)cc3n2)cc1	2%	1%	u	-0.4%	u	u	-9%	1%	10	0%
COc1ccc(CC(=O)OCn2nnc3ccccc3c2=O)cc1	0%[46.1 µM]	-6%	-1%	0.0%	-5%	5%	8%	14%	-3	-6%
O=C(c1cccc(C(F)(F)F)c1)N1CCN(CCc2ccccc2)CC1	8%	-3%	-20%	0.3%	-19%	22%	-5%	-4%	20	10%
CC1(C)Cc2c(cnn2-c2cccc(F)c2)C(NC(=O)CCc2cnccn2)C1 (stereo not given)	1%	3%	3%	-0.1%	3.2µM*	14%	23%	35%[activator]	0	0%
CCCCSc1nnc(-c2ccc(C)cc2)c2ccccc12	0%[46.1 µM]	-1%	-33%	0.2%	-29%	-18%	3%	6%	21	28%
C/C=C/c1ccc(OCC(=O)N2CCc3cc(OC)c(OC)cc3C2)c(OC)c1	-2%	1%	-7%	-1.0%	23%	-11%	-2%	4%	11	-7%
COc1ccc2ncccc2c1Cc1c(OC)ccc2ncccc12	-3%	-3%	2%	x	7%	x	x	x	x	x
CCOc1cc(-c2c(C#N)c(N)nc3c2CCc2ccccc2-3)ccc1O	-8%[46.1 µM]	-3%	-75%	0.2%	9%	-21%	-9%	7%	3	0%
Cc1c(NC(=O)c2ccc3c(c2)C(=O)N(Cc2ccco2)C3=O)cccc1C(=O)O	x	0%	6%	0.1%	25%	19%	1%	-11%	-3	6%
O=C(O)Cn1c(=O)c2c3c(sc2n(Cc2ccccc2)c1=O)CCCC3	-9%	-6%	-9%	3.8%	-5%	11%	0%	39%[activator]	0	-2%
CCC(CO)Oc1cc(NCc2cccnc2)c2ncn(C(C)C)c2c1 (stereo not given)	3%	-1%	8%	-0.3%	37%	8%	-6%	x	x	5%
COc1cc([C@H]2[C@@H]3CCCC[C@]3(O)CCN2Cc2ccccc2F)ccc1O	-2%	-8%	-16%	0.1%	14%	-4%	1%	-1%	-5	19%
O=c1ccc(Oc2nc(N3CCOCC3)nc(N3CCOCC3)n2)n[nH]1	24%	0%	-14%	-0.6%	-3%	-4%	6%	2%	3	1%
NC(=O)[C@@H]1CCCN1C(=O)c1ccc2nc(Cc3ccccc3F)oc2c1	5%	-2%	26%	-0.7%	-37%	10%	8%	9%	-1	9%
CO/N=C/NC(=O)C1=NOC(CNc2ncc(C(F)(F)F)cc2Cl)C1 (stereo not given)	-1%	-1%	-16%	x	-17%	x	x	-9%	u	x
CCCCC(=O)C1CCN(Cc2ccccc2)CC1	2%	-2%	4%	-0.3%	-12%	-13%	-5%	4%	0	6%
Cc1ccc(NC(=O)CCNC(=O)Cn2cnc3ccccc3c2=O)cc1F	2%	-2%	3%	0.2%	33%	3%	-2%	10%	-1	-6%
CC1Nc2ncnc(N3CCOCC3)c2N(Cc2ccc(Cl)cc2)C1=O (stereo not given)	3%	-3%	-30%	-0.4%	13%	0%	-2%	x	3	4%
Cc1ccc(CCNS(=O)(=O)c2cc3c(cc2C)n(C)c(=O)c(=O)n3C)cc1	-1%	1%	6%	0.2%	-10%	6%	x	x	-3	2%
CCOC(=O)c1sc(NC(=O)CCN2CCN(C)CC2)c(C(=O)OCC)c1C	10%	-7%	1%	0.4%	-30%	u	2%	-9%	-2	-6%
Cc1ccc(S(=O)(=O)Nc2ccc(C(=O)NCc3cccnc3)cc2)cc1	-8%	-5%	-33%	-0.4%	12%	-5%	-3%	7%	-3	9%
Cc1cc(C)nc(SCc2nnc(SCC(=O)O)n2-c2ccccc2)n1	1%	-3%	22%	0.2%	11%	0%	0%	-13%	-1	-1%
COc1ccc(C2CC(c3ccc4ccccc4c3)=NN2C(=O)CSc2ncccn2)cc1 (stereo not given)	3%[46.1 µM]	9%	-13%	0.1%	-18%	-5%	u	-5%	1	-3%
O=C(CSc1nc2ncc(Cl)cc2[nH]1)NC1CCS(=O)(=O)C1 (stereo not given)	-4%	-5%	-9%	-0.1%	-33%	21%	2%	2%	-1	-1%
CC(=O)C1=C(O)C(=O)N(CCCn2ccnc2)C1c1ccc(Br)cc1 (stereo not given)	5%	-6%	5%	-0.5%	u	2%	8%	-9%	-1	0%
